# A-T KAP1 phos = potential ataxia-telangiectasia treatments restoring KAP-1 phosphorylation; […] A-T fibroblasts, KAP-1 phosphorylation AlphaLISA; neocarzinostatin DNA damage 30 min before lysis; Potency, µM (top dose mostly 57.5 µM), for the others: top-dose activation, usual class: activators; 0.19% of 320,000 active; further: potency means the concentration at half of the fitted maximal effect; % of control where 0% means no effect; nearly all actives have a fitted effect of over 45% in size
#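 hTERT-immortalized A-T patient fibroblasts ([…]), 500 cells/well in OPTI-MEM, 1% FBS, got compounds for 60 min, then NCS for 30 min at 37C. Lysates were then assayed for phospho-KAP-1 by AlphaLISA (anti-pKAP1 donor, anti-KAP1 acceptor beads), 6 hr at 25C.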
# TRPV1 ag = activates the human vanilloid receptor TRPV1; TRPV1-expressing cells, Fluo-8 calcium influx, agonist mode; activation, % at 8.33 µM; AID 540275; 0.19% of 320,000 active; in the data active means activation above about 80%; inconclusive means between about 30% and that limit; further: 0% is about no effect
#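 Cells expressing TRPV1 were dye-loaded with Fluo-8 and read kinetically: 10 s baseline, 3 min after compound (agonist portion), then 2 min after EC20 capsaicin (allosteric enhancer portion). Calcium-bound dye fluorescence at 480/520 nm.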
# TSG101-PTAP inh = blocks PTAP/TSG101 interaction to inhibit HIV-1 budding | Potency, µM (highest dose often 115 µM), without a hit: top-dose activity change, negative = inhibition, actives largely listed as inhibitors | Q99816 | 340,000 tested, under 10 active | Fluorescence polarization, FITC-PTAP peptide / Tsg101 binding | AID 493005; active means well fitted inhibition curve with a large enough effect in the main read-out, with a control signal flat, not every such curve was filed as active; inconclusive means small, poorly fitted or top-dose-only effect, or effect the other way, or a change in a side signal; inactive means no such curve, though single readings can be large or run the other way; further: potency means the concentration at half of the fitted maximal effect; % of control where 0% means no effect
# Target sequence (Q99816 whole entry, looked up): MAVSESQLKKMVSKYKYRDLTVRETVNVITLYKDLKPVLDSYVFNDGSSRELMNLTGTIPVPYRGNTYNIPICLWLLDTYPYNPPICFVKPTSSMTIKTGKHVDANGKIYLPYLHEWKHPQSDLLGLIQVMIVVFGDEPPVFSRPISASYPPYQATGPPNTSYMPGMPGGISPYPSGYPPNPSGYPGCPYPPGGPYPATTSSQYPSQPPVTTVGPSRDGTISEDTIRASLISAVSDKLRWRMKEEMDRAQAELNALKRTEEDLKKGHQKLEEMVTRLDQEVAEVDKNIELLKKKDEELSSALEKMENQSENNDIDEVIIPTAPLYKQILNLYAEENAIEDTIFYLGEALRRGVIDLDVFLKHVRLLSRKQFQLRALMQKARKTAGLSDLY
#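 FP read-out: FITC-PTAP peptide, 50 nM final, binding Tsg101 binding domain, 10 uM final; 20 min, r.t.; 10 mM HEPES pH 7.5, 0.15 M NaCl, 0.01% Tween 20, 3 mM EDTA, 0.1 mM TCEP.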
# ELG1 repair inh = ELG1-dependent DNA repair inhibition. 2.3% of 330,000 active. HEK293T ELG1-luciferase reporter, luminescence, 16 h; DNA damage induced by 5-fluorouridine. Potency, µM (highest dose often 46.1 µM), without a hit: at the top dose activity change, negative = inhibition, usual class: inhibitors; further: potency means the concentration at half of the fitted maximal effect; on the % scale 0 is the no-effect control and ±100 the full control effect; nearly all actives have a fitted effect of over 55% in size
#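 DMSO vehicle served as the neutral condition. Each well held 2,000 cells given 5-fluorouridine plus compound; after 16 hr at 37 °C/5% CO2, ONE-Glo was added and luciferase measured 30 min later.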
# B2AR arrestin = beta2AR (human) beta-arrestin recruitment activity. P07550. beta-arrestin recruitment to beta2AR, cell-based reporter. Potency, µM (top dose mostly 46.1 µM), without a hit: at the highest dose activation, actives largely listed as activators. 0.02% of 330,000 active. AID 492947;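 further: potency means the concentration at half of the fitted maximal effect; 0% = DMSO controls and full agonism = EC100 isoproterenol or metaproterenol; nearly all actives have a fitted effect of over 65% in size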
# Target sequence (P07550 whole entry, looked up): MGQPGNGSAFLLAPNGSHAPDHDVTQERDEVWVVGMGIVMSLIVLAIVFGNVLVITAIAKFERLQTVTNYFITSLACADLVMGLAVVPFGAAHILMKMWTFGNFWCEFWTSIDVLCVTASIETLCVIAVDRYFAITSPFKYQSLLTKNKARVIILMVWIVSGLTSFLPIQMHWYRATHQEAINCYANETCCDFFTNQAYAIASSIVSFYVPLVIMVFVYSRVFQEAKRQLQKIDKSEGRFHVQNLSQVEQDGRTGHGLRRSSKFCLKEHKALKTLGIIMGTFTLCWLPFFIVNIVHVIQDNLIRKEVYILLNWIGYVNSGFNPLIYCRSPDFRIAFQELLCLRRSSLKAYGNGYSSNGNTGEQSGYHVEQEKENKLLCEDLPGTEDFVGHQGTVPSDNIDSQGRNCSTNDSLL
# Integrin act MD = activates integrin-mediated alleviation for muscular dystrophy. Potency, µM (top dose mostly 38.3 µM), for the others: top-dose activation, most hits filed as activators. alpha7betagal myoblasts, beta-gal FDG fluorescence, 48 h. 0.064% of 350,000 active;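 further: potency means the concentration at half of the fitted maximal effect; 100% = response of the positive control SU9516; nearly all actives have a fitted effect of over 60% in size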
#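 Alpha7betagal+/- myoblasts (passage 13) were plated 16-24 hr, then exposed to compounds (1:260 dilution of DMSO stock) for 48 hours at 37C. After MPER lysis, β-galactosidase reporter activity was read as FDG fluorescence (ex 480/em 540) after 30 minutes.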
# TCR activator = activates T cell receptor signaling. primary human leukocytes, anti-CD3, IL-2 HTRF, 48 h. Potency, µM (series often up to 9.22 µM), for the others: at the top dose activation of IL-2 secretion, hits mostly activators. 330,000 tested, under 10 active; further: % of control where 0% means no effect
#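 IL-2 produced over 48 hr by a-CD3 bead-stimulated primary human leukocytes exposed to compounds was detected with a homogeneous time-resolved FRET immunoassay, 665nm acceptor signal after 320nm excitation.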
# p53 reactivator = mutant p53 re-activation in reporter cells. 0.063% of 320,000 active. H1299 p53-A138V BP100-luciferase reporter, luminescence, 24 h. AID 504706. Potency, µM (titrated, usually from 92.2 µM), without a hit: at the highest dose activity change, positive = activation, usual class: activators; further: potency means the concentration at half of the fitted maximal effect; % of control where 0% means no effect; nearly all actives have a fitted effect of over 45% in size
#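 p53-null H1299 cells stably carrying temperature-sensitive p53-A138V and a BP100-luciferase reporter were pinned with compounds (4-point, 1:5 series) and held 24 hrs at 37 deg C. Luminescence was read 10 min after detection reagent.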
# MLL CXXC-DNA inh = MLL CXXC-DNA interaction inhibition; Q03164; MLL-CXXC / FITC-HOXA9 DNA fluorescence polarization; Potency, µM (top dose mostly 115 µM), without a hit: top-dose activity change, negative = inhibition, usual class: inhibitors; 0.037% of 290,000 active; AID 2662; active means well fitted inhibition curve with a large enough effect in the polarisation, with a control signal flat, not every such curve was filed as active; inconclusive means small, poorly fitted or top-dose-only effect, or effect the other way, or a change in a side signal; inactive means no such curve, though single readings can be large or run the other way; the % refers to the polarisation; further: potency means the concentration at half of the fitted maximal effect
#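 Steps: dispense CXXC domain solution (7 uM) → pin compounds or unlabeled HOX-A9 DNA control → 5 min ambient → add FLSN-HOX-A9 solution (50 nM) → spin → 30 min ambient → fluorescence polarization. Tris pH 7.5/NaCl/DTT/BSA buffer.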
# BRCA1 expr act = activators of BRCA1 expression | MCF7-BRCA1-FFLuc reporter, luminescence, 48 h; response scale: scaled: vehicle 0%, 10 µM genistein 100% | Potency, µM (titrated, usually from 46.1 µM), without a hit: at the highest dose activation, usual class: activators | 1.1% of 380,000 active; further: potency means the concentration at half of the fitted maximal effect; nearly all actives have a fitted effect of over 80% in size; some results filed as inactive show a strong effect at the top dose
#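 First, MCF7-BRCA1-FFLuc cells (2000/well) attach for 2 h; next, compounds are pin-added and incubated 48 h at 37 °C; finally, luciferase reagent is added and luminescence read after 15 min.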
# * hit, by the source's call; ? = inconclusive; / = no result given; & = joins results of further samples; [ ] = another dose, or the depositor's remark. Unless noted, the call rests on the fitted dose curve; in most records, active means well fitted curve in the direction sought with a large enough effect; inconclusive means small, poorly fitted or top-dose-only effect, or another doubt; inactive means no such curve, though single readings can be large; an effect the other way counts as inactive or inconclusive. Compounds were not picked by outcome. About 3.8% of those tested had a hit in this group.
Structure,ELG1 repair inh,MLL CXXC-DNA inh,TSG101-PTAP inh,BRCA1 expr act,Integrin act MD,A-T KAP1 phos,TCR activator,TRPV1 ag,p53 reactivator,B2AR arrestin
O=C(CN(C(=O)CCC(=O)Nc1nccs1)c1ccc2c(c1)OCCO2)NCc1ccco1,5%,12%,0%,-4%,-4%,-5%,5%,0,0%,-0.1%
CNC(=O)c1cnc(-c2ccccc2)nc1-c1ccccc1,-1%,7%,0%,13%,-18%,0%,-4%,4,20%,0.1%
Cc1ccccc1CNCc1ccc2c(c1)OCO2,5%,7%,-3%,34%,17%,0%,-4%,3,-2%,-0.6%
O=C(c1cc(-c2cccs2)nn1-c1ccccc1)N1CCN(S(=O)(=O)c2ccccc2)CC1,-9%,/,-1%,-42%,?,1%,-2%,?,-3%,-0.1%
Cc1ccc(NC(=O)CN2CCN(Cc3ccccc3)CC2)cc1,0%,3%,-9%,-34%,-2%,-7%,0%,6,-3%,0.4%
CCC(CC)COC(=O)C1=C(C)NC(=O)NC1c1cccc([N+](=O)[O-])c1 (stereo not given),-8%,16%,-1%,-35%,-53%,12%,/,?,/,-0.5%
COC(=O)c1c(C)cccc1C1CN=NC12Cc1ccccc1C2=O (stereo not given),/,/,-2%,-41%,-9%,/,2%,/,/,/
COc1cc(C(=O)N2CCN(C(=O)CC(C)C)CC2)cc(OC)c1OC,12%,-4%,-1%,-3%,-9%,6%,-3%,-2,-4%,-0.2%
Nc1c(C(=O)NCc2ccccc2)nnn1Cc1ccccc1,8%,-11%,-2%,15%,20%,6%,-3%,13,-3%,0.0%
O=C(NCCCN1CCOCC1)[C@@H]1CSC2c3ccccc3C(=O)N21 (stereo not given in full),9%,-4%,1%,-3%,6%,-3%,2%,-1,2%,0.0%
O=C(Nc1cccc(F)c1)C1CCN(C(=O)NCc2ccccc2)CC1,-1%,22%,2%,45%,-19%,6%,-3%,?,-1%,-0.6%
CCCN(CCC)C(=O)Cn1c(=O)c2ccccc2n2c(=S)sc(-c3ccccc3C)c12,-4%,-4%,-2%,-24%,13%,5%,-4%[46.1 µM],21,11%,-0.5%
Cc1ccc(S(=O)(=O)N2CCOCC2)cc1NC(=O)c1cccc(S(=O)(=O)N2CCCC2)c1,0%,11%,1%,-14%,-26%,0%,-3%,17,1%,-0.4%
Cc1ccc(C)c(COc2coc(CN3CCN(C(=O)c4ccco4)CC3)cc2=O)c1,-1%,/,-5%,1%,0%,6%,-4%,-5,-6%,0.2%
COc1ccc(S(=O)(=O)N2CCN(C(=S)NCC3CCCO3)CC2)cc1OC (stereo not given),-9%,-3%,1%,-4%,-8%,1%,-4%,1,-3%,-0.3%
COc1ccccc1OCc1nnc(SCCN2CCOCC2)o1,6%,-4%,4%,-4%,2%,3%,-7%,-1,?,0.2%
CN(C)c1ccc(C(CNS(=O)(=O)c2cccc([N+](=O)[O-])c2)N2CCOCC2)cc1 (stereo not given),?,/,1%,4%,-2%,-1%,8%,8,8%,0.0%
Cc1nc2ccc(NC(=O)/C=C/C(=O)O)cc2nc1C,-4%,80%[activator],0%,23%,-9%,3%,0%,1,-4%,-0.3%
C=CCNC(=O)c1oc2ccc(S(=O)(=O)N3CCC4(CC3)OCCO4)cc2c1C,?,6%,0%,-28%,13%,-1%,-1%,-2,8%,0.3%
COC(=O)Cn1c(C)nc2c(sc3nc(C)cc(C)c32)c1=O,?,-2%,-4%,6.3µM*,-24%,-1%,0%,-1,9%,0.0%

# 2 records picked at random from the list so far, as already listed:
Structure,ELG1 repair inh,MLL CXXC-DNA inh,TSG101-PTAP inh,BRCA1 expr act,Integrin act MD,A-T KAP1 phos,TCR activator,TRPV1 ag,p53 reactivator,B2AR arrestin
COc1ccc(S(=O)(=O)N2CCN(C(=S)NCC3CCCO3)CC2)cc1OC (stereo not given),-9%,-3%,1%,-4%,-8%,1%,-4%,1,-3%,-0.3%
COc1ccccc1OCc1nnc(SCCN2CCOCC2)o1,6%,-4%,4%,-4%,2%,3%,-7%,-1,?,0.2%

# Whole records from above. Values in the order: ELG1 repair inh | MLL CXXC-DNA inh | TSG101-PTAP inh | BRCA1 expr act | Integrin act MD | A-T KAP1 phos | TCR activator | TRPV1 ag | p53 reactivator | B2AR arrestin
# Profile of `Nc1c(C(=O)NCc2ccccc2)nnn1Cc1ccccc1` = 8% | -11% | -2% | 15% | 20% | 6% | -3% | 13 | -3% | 0.0%
# Profile of `COc1ccccc1OCc1nnc(SCCN2CCOCC2)o1` = 6% | -4% | 4% | -4% | 2% | 3% | -7% | -1 | ? | 0.2%
# Profile of `COc1cc(C(=O)N2CCN(C(=O)CC(C)C)CC2)cc(OC)c1OC` = 12% | -4% | -1% | -3% | -9% | 6% | -3% | -2 | -4% | -0.2%
# Profile of `Cc1ccc(NC(=O)CN2CCN(Cc3ccccc3)CC2)cc1` = 0% | 3% | -9% | -34% | -2% | -7% | 0% | 6 | -3% | 0.4%
# Profile of `CCC(CC)COC(=O)C1=C(C)NC(=O)NC1c1cccc([N+](=O)[O-])c1` (stereo not given) = -8% | 16% | -1% | -35% | -53% | 12% | / | ? | / | -0.5%

# The listing continues:
Structure,ELG1 repair inh,MLL CXXC-DNA inh,TSG101-PTAP inh,BRCA1 expr act,Integrin act MD,A-T KAP1 phos,TCR activator,TRPV1 ag,p53 reactivator,B2AR arrestin
CCc1ccc(C(=O)COC(=O)CNC(=O)C2CCCCC2)cc1,?,/,-4%,14%&4%,?,2%,-1%,6,?,-0.8%
CCS(=O)(=O)N1CCN(C(=O)c2ccc(-c3ccccc3)cc2)CC1,-18%,-11%,-4%,-3%,8%,0%,0%,?,-19%,0.1%
COc1cc(OC)cc(C(=O)OCCNC(=O)Cn2cnc3c2c(=O)n(C)c(=O)n3C)c1,-6%,2%,/,/,/,8%,/,3,0%,-0.2%
CN1CCN(C(=O)C2CCN(c3ncnc4c3nc3n4CCCCC3)CC2)CC1,8%,27%,-1%,11%,-24%,-3%,1%,-2,3%,0.0%
CCOc1ccc(C(=O)NCCCN2CCOCC2)cc1OCC,11%,8%,0%,0%,-1%,4%,1%,-2,-2%,-0.2%
C/C(=N\NC(=O)c1cc(C)nc2ccccc12)c1cccs1,-16%,-1%,2%,9%,7%,-1%,3%,/,0%,0.1%
N/C(Cc1cccs1)=N\OC(=O)COc1ccc(Br)cc1,?,-3%,0%,76%,20%,14%,-1%,14,12%,-2.1%
COc1ccc(N(C(=O)c2ccccc2OC)C2C=CS(=O)(=O)C2)c(OC)c1 (stereo not given),3%,-4%,-7%,15%,14%,-1%,3%,-9,7%,-0.4%
CC(c1ccco1)N(C(=O)COc1ccc(Cl)cc1)c1ccccn1 (stereo not given),?,6%,-2%,-11%,-5%,4%,-1%,10,?,0.1%
COCCNC(=O)C(C)OC(=O)c1nsc(Cl)c1Cl (stereo not given),24%,6%,-17%,2%,11%,0%,-17%,0,-2%,-0.1%
NC(=O)c1ccc(NC(=O)COC(=O)c2c3c(nc4ccccc24)/C(=C\c2ccc4c(c2)OCO4)CCC3)cc1,21µM*,22%,0%,-49%,-35%,-1%,-8%,?,27%,-0.7%
O=C(CS(=O)(=O)c1cn(Cc2ccccc2Cl)c2ccccc12)N1CCOCC1,-26%,2%,-8%,0%,-11%,-1%,-7%,21,-1%,-1.1%
CCOc1ccccc1NC(=O)NCc1ccccc1F,-2%,27%,-4%,-3%,0%,2%,-1%,4,-3%,-0.2%
CCn1ccnc1CNCc1ccc(OCC(O)CN(C)Cc2ccccc2)cc1 (stereo not given),-1%,19%,-2%,14%,-40%[inhibitor],2%,0%,5,1%,0.4%
COc1ccccc1N1CCN(CCCN2C(=O)C3CCCN3C2=O)CC1 (stereo not given),/,/,-3%,9%,-7%,/,-2%,/,/,/
COCCN1C(=O)N(c2cccc(C)c2)C(=O)C1CC(=O)Nc1ccc(F)cc1 (stereo not given),1%,-2%,-4%,14%,10%,2%,8%,-1,-6%,-1.1%
CC(Oc1ccc(Cl)cc1Cl)C(=O)Nc1ccc(O)cc1 (stereo not given),?,-14%,0%,-11%,-25%,8%,-10%,?,-2%,0.2%
O=C1CC(C(=O)O)(c2ccccc2)c2cccc(F)c21 (stereo not given),14%,-10%,-2%,8%,1%,7%,8%,-1,6%,-0.1%
